Source: PubChem BioAssay
S100A4 MyoIIA = inhibitors of S100A4-myosin IIA peptide binding, primary screen, biochemical, fluorescence polarization, TAMRA-MyoIIA peptide | inhibition, % at 10.7 µM | 360,000 compounds, 0.14% hits;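 active = mean inhibition of at least 70% across replicates, with every replicate also reaching that level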
Target sequence (P26447 whole entry, looked up): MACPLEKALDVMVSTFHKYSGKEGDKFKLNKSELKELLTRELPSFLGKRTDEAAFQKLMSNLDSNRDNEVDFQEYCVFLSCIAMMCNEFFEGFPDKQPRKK
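Material: S100A4 monomer (human). Medium: Calcium-containing HEPES buffer, pH 7.2. Probe or stimulus: labelled myosin peptide probe, 5 nM. Compound dosing: one concentration per compound. Timing: polarization read 5 min after assay mix addition, stable 5–60 min. Benchmarks: DMSO as neutral control, TFP as positive control.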
SIRT5 inh = SIRT5 desuccinylase inhibitors, primary screen, biochemical, fluorescence imaging, single point, set 5 | Purified SirT5, succinyl-peptide AMC, trypsin-coupled fluorescence | inhibition, % at 15 µM | 330,000 compounds, 1.1% hits | AID 652115, 2013; in the data active = inhibition above about 15%
Target sequence (Q9NXA8 whole entry, looked up): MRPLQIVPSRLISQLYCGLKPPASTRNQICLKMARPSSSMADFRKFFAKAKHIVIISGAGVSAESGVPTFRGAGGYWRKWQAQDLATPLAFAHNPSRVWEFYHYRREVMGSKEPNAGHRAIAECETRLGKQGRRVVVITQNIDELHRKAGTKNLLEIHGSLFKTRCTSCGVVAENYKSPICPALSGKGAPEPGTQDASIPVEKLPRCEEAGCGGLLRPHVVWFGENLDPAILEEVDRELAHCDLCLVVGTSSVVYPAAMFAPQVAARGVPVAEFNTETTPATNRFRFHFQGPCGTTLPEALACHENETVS
C2C12 statin = suppressors of statin myotoxicity in C2C12 myotubes, primary screen, cell-based, single point, plate reader | rescue of ATP level, % at 7.49 µM | C2C12 myotubes + simvastatin, ATP luminescence, 48 h; scaled: DMSO 0, geranylgeraniol control 100 | 330,000 compounds, 0.78% hits | AID 602340, 2012;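 active = mean ATP rescue above about 67%, or every replicate alone reaching that limit, limit read from the data, passing the limit was not always enough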;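 note: myotubes were challenged with 10 µM simvastatin during compound exposure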
FN deposit inh = inhibitors of fibronectin matrix deposition, primary screen, AH1F cells, Alexa488-fibronectin fluorescence, plate reader; AH1F fibroblasts, overnight; inhibition, % at 12.6 µM; 350,000 compounds, 0.086% hits;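 active = mean inhibition across replicates of 30% or more, regardless of how many single replicates reach that level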;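 note: positive control wells lacked labelled fibronectin entirely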
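Test system: AH1F fibroblast monolayer depositing Alexa488-labelled fibronectin into matrix. Input: 10000 cells per well. Technique: fluorescence, ex 485 nm, em 525 nm. Buffer or medium: DMEM plus 2% serum, read in PBS. Timing: 1 h cell adhesion before compound, then overnight fibronectin incubation. Compound: single dose, pinned. Read-out basis: inhibition from reduced deposited-fibronectin fluorescence.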
CASP6 VEID inh = human caspase-6 inhibitors, primary screen, biochemical, VEID-R110 fluorescence, single point, set 2; AID 686996, 2013; inhibition, % at 12.5 µM; 350,000 compounds, 0.53% hits; purified caspase-6, Z-VEID-R110 cleavage fluorescence;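 active = mean inhibition across replicates at least about 35%, with every replicate also reaching that limit, limit read from the data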;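 note: 0% = median of neutral control wells and 100% = no fluorescence left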
Target sequence (P55212 24-179 limits assumed): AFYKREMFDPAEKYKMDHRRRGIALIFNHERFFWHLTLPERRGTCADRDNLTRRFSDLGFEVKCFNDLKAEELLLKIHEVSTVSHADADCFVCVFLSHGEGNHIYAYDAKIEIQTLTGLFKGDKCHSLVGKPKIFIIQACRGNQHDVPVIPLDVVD
Target sequence (P55212 194-293 limits assumed): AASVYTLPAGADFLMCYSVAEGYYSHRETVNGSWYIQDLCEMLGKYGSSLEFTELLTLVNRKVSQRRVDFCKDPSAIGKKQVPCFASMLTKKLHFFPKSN
LGR2 inh = inhibitors of bursicon-induced LGR2 CRE-luciferase signal, primary screen, cell-based, HEK293, CRE-luciferase reporter, bursicon stimulation. Drosophila bursicon receptor LGR2 (rickets). bursicon-stimulated, 4 h. inhibition, % at 9.99 µM. 380,000 compounds, 0.35% hits;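 active = drop in luminescence signal, shown as inhibition above about 50% in the replicate tests, limit read from the data, passing the limit was not always enough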;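 note: agonist challenge used bursicon conditioned medium at about half maximal strength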
esBAF inh = Bmi1 luciferase reporter increase in mESCs, primary screen, esBAF inhibitor project, mouse ES cells, Bmi1 luciferase knock-in, single point. 24 h; 100% = twice the neutral-well signal. reporter increase, % at 12.5 µM. 350,000 compounds, 2% hits; in the data active = activation above about 40%;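 note: 0% = median of the plate's neutral control wells and 100% = double that signal; a rise in the Bmi1 reporter signal indicates esBAF inhibition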
Starred values were filed as active, the others as inactive; / = no result given; & = joins results of further samples. Only part of the results is shown. The share of hits here may be higher or lower than overall.

Value order: S100A4 MyoIIA | SIRT5 inh | C2C12 statin | FN deposit inh | CASP6 VEID inh | LGR2 inh | esBAF inh
COc1ccc(NC(=O)C(c2ccccc2)c2ccccc2)cn1
  -4 | 1 | / | -2 | 1 | 13 | /
O=C(COC(=O)c1ccc([N+](=O)[O-])o1)Nc1ccc(F)cc1
  27 | -3 | 25 | 5 | 55* | -2 | -8
CCOC(=O)CNC(=O)Cc1ccc(Cl)cc1
  2 | -1 | / | -6 | 1 | 6 | /
COc1ccc(S(=O)(=O)NCc2cccnc2)cc1NC(=O)c1ccc(C)cc1
  9 | -2 | 1 | 7 | -4 | -9 | -5
Cc1ccc(/C=C/C(=O)OCC(=O)NC(C)c2ccccc2)o1 (stereo not drawn)
  0 | -5 | 20 | -6 | 9 | 20 | 0
COC(=O)C[C@@H]1C[C@H]2c3cc(N(C)C)ccc3O[C@H]2[C@H](CO)O1
  6 | 6 | -2&-7 | -25 | 20 | / | 5&-3
COc1ccc(/C=N/N2CCOCC2)cc1O
  / | / | 8 | 3 | / | -17 | 20
CCCCCC(=O)Nc1cccc(C2=NOC3(C2)C[C@H](C(N)=O)N(C(=O)[C@H]2CCC(=O)N2)C3)c1 (stereo partly drawn)
  -15 | / | 5 | 15 | 1 | -9 | -4
Cc1ccc(S(=O)(=O)N(C)C[C@@H]2Oc3c(NC(=O)c4ccc(-c5nccs5)cc4)cccc3C(=O)N([C@@H](C)CO)C[C@@H]2C)cc1
  4 | 2 | -21 | / | / | -10 | -2
COC(CNC(=O)c1ccc2nc(-c3cccs3)c(-c3cccs3)nc2c1)OC
  3 | -5 | / | 6 | 3 | 4 | /
COc1ccc(OC)c(S(=O)(=O)N2CCN(C)CC2c2ccccc2)c1 (stereo not drawn)
  -2 | 2 | 2 | 0 | -1 | -10 | 7
CN(C)S(=O)(=O)c1ccc(Cl)c(NC(=O)COC(=O)[C@@H]2CCCN2C(=O)c2cccs2)c1
  -5 | 0 | / | 0 | / | 8 | /
Cn1c(SCC(=O)NC2CC2)nnc1C(F)(F)F
  / | / | -13 | -8 | / | 3 | 2
O=C(NOCc1ccccc1)c1ccc(Cl)cc1
  -3 | -7 | 2 | / | 0 | 44 | -6
N#C/C(=C\c1cccnc1)c1ccc([N+](=O)[O-])cc1
  6 | 3 | 17 | -7 | -2 | 15 | 2
CN1C(=O)c2cc(NS(=O)(=O)c3cccc(F)c3)ccc2OC[C@@H]2O[C@@H](CC(=O)N3CCc4ccccc4C3)CC[C@@H]21
  / | / | 17 | 1 | / | 6 | 7
O=C(O)Cn1c2ccccc2c2ccccc21
  -4 | -1 | / | -3 | 0 | -13 | /
COc1ccc(Cn2c(CO)cnc2SCC(=O)Nc2cc(C)on2)cc1
  6 | 2 | 26 | -7 | -2 | -15 | -2
Cc1cc(C)nc(NC(=O)c2c(C(=O)O)noc2C)n1
  -3 | -4 | 5 | / | -1 | 0 | -5
C[C@@H]1CN([C@H](C)CO)C(=O)c2cccc(N(C)C)c2O[C@@H]1CN(C)C(=O)Nc1ccc2c(c1)OCO2
  8 | 9 | 12 | -6 | -2 | -31 | 2
Cc1ccc(CNC(=O)CN2C(=O)COc3ccc(S(=O)(=O)N4CCCCC4)cc32)o1
  0 | -1 | 8 | 1 | 6 | -8 | 3
CC(=O)c1ccc(NC(=O)C(C)OC(=O)c2ccc(Br)o2)cc1 (stereo not drawn)
  -1 | -1 | -2 | 29 | 1 | 0 | 2
COc1ccc(CCNC(=O)CN2C(=O)NC(C)(c3ccc([N+](=O)[O-])cc3)C2=O)cc1 (stereo not drawn)
  2 | -2 | / | -5 | 0 | 14 | /
Cc1cc(C)c2[nH]c(=O)c(CN(Cc3ccccc3)C(=S)NCCCN(C)C)cc2c1
  -18 | -6 | / | -5 | -5 | 48 | /
N#CC(c1ccc(O)cc1)N1CCCCC1 (stereo not drawn)
  / | / | 2 | 3 | / | / | -16
O=C1C2(c3ccccc3)CN(CCCO)CC1(c1ccccc1)CN(CCCO)C2
  -1 | 7 | -12 | / | -4 | 9 | 0
Clc1ccc2c(N/N=C/c3ccccc3Br)ccnc2c1
  1 | 0 | / | -7 | -1 | 19 | /
Cc1nccn1CC(O)COc1ccc(Cl)cc1Cl (stereo not drawn)
  -2 | 2 | -9 | -6 | -7 | 10 | -5
COCC(C)NC(=O)c1ccc2nc(-c3ccccc3)c(-c3ccccc3)nc2c1 (stereo not drawn)
  -1 | -4 | -17 | 5 | 3 | -7 | 7
CN(C)C1=NCCN1CCC1CCCCC1
  -2 | 0 | -12 | 7 | -5 | -7 | -17
O=C(C[C@@H]1C=C[C@H](NC(=O)C2CC2)[C@H](CO)O1)NCc1ccccc1Cl
  -9 | 7 | -14 | 1 | 4 | 7 | 1
O=C(NCc1nnnn1-c1ccc(Cl)cc1)c1ccc(Br)o1
  -9 | -2 | 3 | -9 | -3 | 8 | -2
C=CC(=O)NN(C)c1ncc(C(F)(F)F)cc1Cl
  -4 | 2 | / | 5 | 5 | -8 | /
COc1ccccc1-c1cc(C(=O)NC2CCCC2)no1
  -2 | 8 | -8 | 8 | -1 | -49 | 46*
CC1CCCCC1NC(=O)C(C)N1C(=O)c2ccccc2C1=O (stereo not drawn)
  1 | 3 | 0 | 10 | -6 | -16 | 2
Cc1ccccc1N=C/C=C1/C=C(c2ccccc2)OC(C)(C)O1
  -11 | -8 | 28 | / | 3 | -13 | 7
CC(C(=O)NCCN1CCOCC1)(c1ccccc1)c1ccccc1
  3 | -3 | -10 | -5 | -2 | -3 | -4
COc1cccc(NC(=O)c2sc(Cl)nc2C)c1
  -1 | 1 | -10 | 5 | 2 | -15 | 10
CN(CC(=O)Nc1cccc(F)c1)C(=O)CC1CCCC1
  0 | 1 | -12 | -7 | -3 | -7 | -1
C[C@H](CO)N1C[C@H](C)[C@@H](CN(C)S(=O)(=O)c2ccc(C#N)cc2)OCc2cn(nn2)CCCC1=O
  -4&4 | -4 | 3&-2 | 12&-15 | -5&2 | 1 | -3&-2
COc1ccc2nc(-c3ccc(Cl)cc3)cc(C(=O)O)c2c1
  -7 | -52 | 16 | / | 8 | -21 | 17
O=C1Nc2ccc(Br)cc2C1=C1CCCCC1
  2 | 0 | 0 | 6 | 4 | 30 | 10
O=C(NCCN1CCOCC1)c1cccc(NS(=O)(=O)c2ccc(Br)cc2)c1
  3 | 5 | / | -2 | -3 | 1 | /
CCCn1nc(C(=O)Nc2nc(-c3ccccn3)cs2)c2ccccc2c1=O
  -1 | 4 | -219 | 1 | 0 | / | 0
Cc1cc(C)n2c(NCc3ccccc3)c(CCc3ccccc3)nc2n1
  -2 | / | / | 15 | 0 | 5 | /
C[C@@H]1CN([C@@H](C)CO)C(=O)c2cc(NC(=O)C3CC3)ccc2O[C@@H]1CN(C)CC1CC1
  -9 | 2 | -1 | / | -2 | 20 | 3
CN1CCN(S(=O)(=O)c2ccc(NC(=O)Cc3cccs3)cc2)CC1
  12 | 0 | -14 | / | 6 | / | -5
Cc1cccc(Cn2c(N3CCN(C)CC3)nc3c2c(=O)n(C)c(=O)n3C)c1
  0 | 1 | 7 | -1 | -7 | 9 | -2
COc1cc(NC(=O)c2cc3nc(C4CC4)cc(C(F)(F)F)n3n2)c(OC)cc1Cl
  / | / | -31 | -2 | / | -37 | 17
CC(C)COP(=O)(c1ccc(N(C)C)cc1)C(O)c1ccccc1F (stereo not drawn)
  / | / | 2 | 1 | / | / | 0
CCCn1c(NC(=O)C2COc3ccccc3O2)nc2ccccc21 (stereo not drawn)
  / | / | -14 | -2 | / | / | 5
CCOC(=O)[C@@H]1[C@H]2COc3ccccc3[C@@H]2N2C(=O)N(c3ccc(C(F)(F)F)cc3)C(=O)[C@]12C
  -8 | / | 0 | 9 | 4 | 16 | -5
NC(=O)CSc1nccn1Cc1ccccc1
  -2 | -9 | 17 | 6 | -1 | 13 | -5
CCC(=O)N1CCCCN2[C@H](CO)[C@@H](c3ccc(/C=C/c4ccccc4)cc3)[C@@H]2C1
  -10 | 7 | / | / | 0 | 3 | /
CCOc1ccc(N(CC(=O)NC2CC3CCC2C3)S(=O)(=O)c2ccc(C)cc2)cc1 (stereo not drawn)
  -90 | 1 | 1 | 3 | 1 | 12 | 2
CC(=O)Nc1ccc(S(=O)(=O)NCC2CCCO2)cc1 (stereo not drawn)
  -5 | -5 | 2 | 5 | -2 | 0 | 3
COc1ccc(C2C(C(N)=O)=C(C)Nc3nc(-c4ccccc4)nn32)cc1OC (stereo not drawn)
  -2 | / | -2 | 7 | 0 | -14 | -6
O=C(CN1C(=O)C2C3CC(C(Br)C3Br)C2C1=O)N1CCN(Cc2ccccc2)CC1 (stereo not drawn)
  -5 | -6 | / | -5 | -4 | -10 | /
CCN(Cc1ccccc1)C(=O)Cn1c(=O)n(CCC(=O)N2CCCCC2)c(=O)c2sccc21
  -5 | -8 | -12 | 4 | -5 | -6 | 2
Cc1c(C(=O)N2CCN(c3ccccn3)CC2)oc2ccccc12
  9 | 8 | -6 | -1 | 2 | -3 | -9

Marked active in CASP6 VEID inh, of those listed so far:
Compound,S100A4 MyoIIA,SIRT5 inh,CASP6 VEID inh,LGR2 inh,esBAF inh
O=C(COC(=O)c1ccc([N+](=O)[O-])o1)Nc1ccc(F)cc1,27,-3,55*,-2,-8

Following part:
Value order: S100A4 MyoIIA | SIRT5 inh | C2C12 statin | FN deposit inh | CASP6 VEID inh | LGR2 inh | esBAF inh
N#C[C@H]1[C@@H](c2ccc(C#CC3(O)CCCC3)cc2)[C@@H](CO)N1C(=O)C1CCC1
  -4 | -1 | 0 | 0 | 2 | 27 | 2
O=C(NCc1ccco1)/C(=C/c1ccco1)NC(=O)c1ccccc1
  -4 | -1 | 9 | 2 | 13 | 22 | -2
CCOc1ccc(OCC)c(S(=O)(=O)n2cnc(C)c2)c1
  0 | -2 | 8 | 7 | 2 | -3 | 10
COc1ccc(CCNC(=O)CN(c2ccccc2OC)S(C)(=O)=O)cc1OC
  -11 | -5 | 12 | / | 0 | -15 | -4
CCC(=O)Nc1ccc2c(c1)OC[C@@H](C)NC[C@H](C)[C@H](OC)CN(C)C2=O
  -7 | 0 | 10 | 2 | -16 | -10 | 3

Reprinted at random: 5 records from the list
Value order: S100A4 MyoIIA | SIRT5 inh | C2C12 statin | FN deposit inh | CASP6 VEID inh | LGR2 inh | esBAF inh
C[C@H](CO)N1C[C@H](C)[C@@H](CN(C)S(=O)(=O)c2ccc(C#N)cc2)OCc2cn(nn2)CCCC1=O
  -4&4 | -4 | 3&-2 | 12&-15 | -5&2 | 1 | -3&-2
Cc1ccc(/C=C/C(=O)OCC(=O)NC(C)c2ccccc2)o1 (stereo not drawn)
  0 | -5 | 20 | -6 | 9 | 20 | 0
CN(CC(=O)Nc1cccc(F)c1)C(=O)CC1CCCC1
  0 | 1 | -12 | -7 | -3 | -7 | -1
CC(C)COP(=O)(c1ccc(N(C)C)cc1)C(O)c1ccccc1F (stereo not drawn)
  / | / | 2 | 1 | / | / | 0
COc1ccc(CCNC(=O)CN(c2ccccc2OC)S(C)(=O)=O)cc1OC
  -11 | -5 | 12 | / | 0 | -15 | -4
